CBFb-RUNX1 inh = qHTS Assay for Compounds Blocking the Interaction Between CBF-beta and RUNX1 for the Treatment of Acute Myeloid Leukemia. Runt-related transcription factor 1 (Homo sapiens) + Core-binding factor subunit beta …. AlphaScreen CBFb-His/RUNX1-biotin binding, biochemical. Potency, µM (doses to about 59.8 µM), for the others: at the highest dose activity, negative = inhibition, actives largely listed as inhibitors. 230,000 tested, under 10 active. AID 1477, 2009; also: % of control where 0% means no effect
Target sequence (Q01196 whole entry, looked up): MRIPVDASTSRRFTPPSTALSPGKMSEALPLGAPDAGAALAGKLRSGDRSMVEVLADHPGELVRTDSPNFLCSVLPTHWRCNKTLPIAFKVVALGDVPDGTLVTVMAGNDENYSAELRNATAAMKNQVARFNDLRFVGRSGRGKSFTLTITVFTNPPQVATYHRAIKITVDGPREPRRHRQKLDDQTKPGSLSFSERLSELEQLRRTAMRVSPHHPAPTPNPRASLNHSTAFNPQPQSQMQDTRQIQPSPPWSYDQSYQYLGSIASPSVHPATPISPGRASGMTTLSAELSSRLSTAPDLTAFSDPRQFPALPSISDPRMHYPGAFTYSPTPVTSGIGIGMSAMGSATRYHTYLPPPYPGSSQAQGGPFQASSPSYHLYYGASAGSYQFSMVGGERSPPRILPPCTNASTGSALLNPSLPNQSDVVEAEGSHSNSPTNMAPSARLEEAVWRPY
Target sequence (Q13951 whole entry, looked up): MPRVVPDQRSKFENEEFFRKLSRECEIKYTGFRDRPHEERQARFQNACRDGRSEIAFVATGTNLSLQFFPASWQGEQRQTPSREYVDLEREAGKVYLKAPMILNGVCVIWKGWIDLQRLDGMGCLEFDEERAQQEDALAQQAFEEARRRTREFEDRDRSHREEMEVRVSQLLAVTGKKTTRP
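Read-out: AlphaScreen. Format: His-CBF-beta with biotinylated RUNX1 (30 nM each) preincubated 20 min, compound 15 min, Ni-chelate plus streptavidin beads 90 min; room temperature throughout.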
aGlu spleen mod = qHTS Assay for Inhibitors and Activators of Human alpha-Glucosidase From Spleen Homogenate | Lysosomal alpha-glucosidase (Homo sapiens), P10253 | human spleen homogenate, 4-MU-alpha-glucoside fluorescence | Potency, µM (highest dose often 79.9 µM), without a hit: at the top dose activity change, negative = inhibition, actives largely listed as inhibitors | 240,000 tested, 0.006% active;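 also: potency is read from the fitted curve at half-maximal effect; 0% = enzyme with vehicle and -100% = no enzyme basal signal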
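Human spleen homogenate (1 ug) with 4-methylumbelliferyl-alpha-D-glucopyranoside (1 mM final) in 50 mM citrate/phosphate pH 5.0, 0.01% Tween-20; 40 min at 37 C. Stopped at pH 10; 4-MU fluorescence Ex 365/Em 440 nm; AC50 by Hill fit.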
HttQ103 aggreg = qHTS Multiplex Assay to Identify Dual Action Probes in a Cell Model of Huntington: Aggregate Formation (GFP). PC12 HttQ103-GFP aggregates, Acumen cytometry, 40 h. Potency, µM (titrated, usually from 46.1 µM), for the others: at the top dose activity change, negative = inhibition, usual class: inhibitors. 220,000 tested, 1.1% active. AID 1688, 2009; also: potency is read from the fitted curve at half-maximal effect; % is scaled to controls: 0 for no effect and ±100 for the full control effect; nearly all actives have a fitted effect of over 60% in size
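Quantitative HTS on tebufenozide-induced (100 nM) PC12 cells stably expressing polyQ103 Huntingtin exon 1–GFP. Reduction of bright GFP aggregates, detected by laser scanning cytometry after lysis, identified actives across the titration.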
GAA inh = qHTS Assay for Inhibitors of Human alpha-Glucosidase as a Potential Chaperone Treatment of Pompe Disease; Lysosomal alpha-glucosidase (Homo sapiens), P10253; purified human GAA, 4-MU-alpha-glucoside fluorescence; Potency, µM (series often up to 76.9 µM), inactives show at the highest dose activity change, negative = inhibition, actives largely listed as inhibitors; 200,000 tested, 0.005% active; AID 1466, 2008;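 also: potency is read from the fitted curve at half-maximal effect; plate controls were uninhibited enzyme wells for no effect and no-enzyme background for full effect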
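Compounds are titrated up to 77 uM against 4 nM human enzyme. Substrate 4-methylumbelliferyl-alpha-D-pyranoside (400 uM) reacts 20 min at room temperature in pH 5.0 buffer; liberated 4-methylumbelliferone is read at 440 nm.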
GAA glycogen mod = qHTS Assay for Inhibitors and Activators of Human alpha-Glucosidase Cleavage of Glycogen | Potency, µM (series often up to 76.4 µM), for inactives: top-dose activity change, negative = inhibition, most hits filed as inhibitors | 300,000 tested, 0.38% active | recombinant GAA, glycogen substrate, Amplex Red glucose oxidase fluorescence | AID 2100, 2009;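 also: potency is read from the fitted curve at half-maximal effect; 0% = full enzyme reaction and -100% = no-enzyme basal signal; the screen sought inhibitors and activators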
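qHTS, 1536-well; enzyme 4 nM final; cpd up to 77 uM; substrate bovine liver glycogen 30 ug; 50 mM citrate/phosphate pH 5.0, 0.01% Tween-20; 37 C, 40 min; Amplex Red detection 45 min RT; Hill fit → AC50.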
HTT ATP protect = qHTS Multiplex Assay to Identify Dual Action Probes in a Cell Model of Huntington: Cytoprotection (ATP); PC12 HTT-Q103 induced, cytoprotection, ATP luminescence, 40 h; Potency, µM (highest dose often 56.4 µM), inactives show cytoprotection (ATP increase), usual class: activators; 230,000 tested, 0.14% active;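 also: potency is read from the fitted curve at half-maximal effect; % of control where 0% means no effect; nearly all actives have a fitted effect of over 45% in size; toxic huntingtin expression switched on by the ecdysone agonist tebufenozide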
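Compounds were screened for protection of PC12 cells against cell death after tebufenozide induction (100 nM final) of mutant Huntingtin exon 1 (Q103) fused to GFP.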
Lamin A splicing = qHTS Assay for Modulators of Lamin A Splicing | HeLa LMNA splicing GFP/RFP minigene ratio, 48 h | Potency, µM (top dose mostly 46.1 µM), for the others: at the highest dose ratio change, negative = inhibition, actives largely listed as inhibitors | 200,000 tested, 0.01% active; active = well fitted inhibition curve with a large enough effect in the signal ratio, with a control signal flat, not every such curve was filed as active; inconclusive = small, poorly fitted or top-dose-only effect, or effect the other way, or a change in a side signal; the % refers to the signal ratio; also: potency is read from the fitted curve at half-maximal effect; % is scaled to controls: 0 for no effect and ±100 for the full control effect
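Read-out is the ratio of GFP to DsRed2 object intensity, acquired by 488 nm laser-scanning cytometry on HeLa lamin A-EGFP minigene reporter cells. Compound incubation 48 hrs at 37 °C in Opti-MEM with 2% FBS; DMSO 0.5% final.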
Active calls of the source: *; ? = inconclusive; · = no result given; & = joins results of further samples; [ ] = another dose, or the depositor's remark. Unless noted, calls follow the shape of the dose curve; as a rule, active = well fitted curve in the direction sought with a large enough effect; inconclusive = small, poorly fitted or top-dose-only effect, or another doubt; inactive = no such curve, though single readings can be large; an effect the other way counts as inactive or inconclusive.

SMILES | CBFb-RUNX1 inh | aGlu spleen mod | HttQ103 aggreg | GAA inh | GAA glycogen mod | HTT ATP protect | Lamin A splicing
Cc1ccc(-n2c(-c3cccs3)nc3ccccc3c2=O)cc1 | 3% | -22% | 0% | -6% | 7% | -7% | -8%
COC(=O)N1C(c2ccccc2)C1c1ccccc1 (stereo not given) | 4% | -7% | 2%[9.22 µM] | 11% | 14% | 10%[10 µM] | 12%[46 µM]
CC(C)[C@H]1C(=O)O[C@H](C(C)C)C(=O)N(C)[C@@H](C(C)C)C(=O)O[C@H](C(C)C)C(=O)N(C)[C@@H](C(C)C)C(=O)O[C@H](C(C)C)C(=O)N1C | 11% | -4% | ? | · | 22% | -69%[inhibitor][10 µM] | ·
CC(C)c1ccc(C2N3CCCN23)cc1 (stereo not given) | -2% | 0% | 0% | 3% | -5% | · | 1%
CN(C)C1C(=O)C(C(N)=O)=C(O)[C@@]2(O)C(=O)C3=C(O)c4c(O)cccc4[C@@](C)(O)C3CC12 (stereo not given in full) | -4% | -4% | · | · | · | -52%[inhibitor] | ·
CCN(CC)c1ccc(N=Cc2c(O)n(-c3ccc(OC)cc3)c(=O)[nH]c2=O)cc1 | -3% | -18% | ? | ? | 7% | 30%[10 µM] | 9%
CCOc1cccc(N2C(=O)CC(=O)NC2=O)c1 | 5% | -4% | -15% | 4% | 5% | -15%[0.074 µM] | 2%
Cc1nc2ncnn2c(C)c1CCC(=O)N1CCC2(CC1)OCCO2 | 4% | 1% | 5% | -1% | 5% | -22% | 7%
O=C(O)c1c[nH]c2ccc(S(=O)(=O)N(CCCl)CCCl)cc12 | 5% | -2% | -5% | -9% | -6% | -16% | 10%
O=c1[nH]c(=O)n(Cc2ccco2)c(O)c1C=NCc1ccco1 | 1% | 0% | 8% | -4% | 3% | 0% | ?
CC1(C)C(=O)C=C[C@@]2(C)C1CC(O)[C@]1(C)C2CC[C@@]2(C)C(c3ccoc3)OC(=O)C3O[C@]312 (stereo not given in full) | -6% | 8% | · | · | · | 0.79µM* | ·
Cc1cccc(-n2c(C)nc3cc(C(=O)N4CCC5(CC4)OCCO5)ccc32)c1 | 2% | -21% | 16% | 4% | 0% | -11% | -21%
N#CCCn1cc(C(=O)O)c(-c2cccc([N+](=O)[O-])c2)n1 | -5% | 6% | 1% | -8% | 3% | 1% | 14%[46 µM]
CCCCN1CCC(C#N)(Nc2ccccc2)CC1 | -1% | -1% | -2% | 1% | 2% | -10%[10 µM] | 2%
CC12CCCCC1=NC(c1ccc(Br)cc1)N2O (stereo not given) | 4% | 3% | -2% | -5% | ? | -2% | -2%
O=C1NC(=O)C(=Cc2ccc(Sc3ccccc3)o2)C(=O)N1 | 1% | 1% | 28%[9.22 µM] | · | 5% | 13%[10 µM] | ·
CCSc1nnc(C(N)Cc2ccccc2)o1 (stereo not given) | 0% | -5% | -3% | 0% | 0% | -4% | 6%
Cc1ccccc1C1=NCC(=O)N(CC(=O)NCc2ccco2)c2sc3c(c21)CCCC3 | -4% | -6% | 2% | 0% | -23% | 0% | 5%
CCN(CC)P(=O)(NC(=O)C(Cl)(Cl)Cl)N(CC)CC.[Cl-].[Cl-].[Cl-].[Nd+3] | -2% | -4% | 15% | 7% | -1% | 7%[10 µM] | 0%
CC1(C)COC(Nc2cccc(Cl)c2)=N1 | 0% | 2% | -2% | -20% | 5% | 0% | -15%
Cc1onc(-c2ccccc2Cl)c1C(=O)NCc1ccc2c(c1)cc(C)n2C | ? | 5% | 21%[9.22 µM] | · | 9% | ? | ·
CC/C(=N\Nc1ccccc1)c1c(O)n(-c2ccc(OC)cc2)c(=O)[nH]c1=O | -9% | 3% | 13%[9.22 µM] | -2% | ? | 10%[10 µM] | ·
CCN(CC)CCN=Cc1c(O)n(Cc2ccco2)c(=O)[nH]c1=O | 15% | 6% | 8%[9.22 µM] | -15% | 2% | 13%[10 µM] | ·
CN1CCN(c2cc(N3CCCC3)c([N+](=O)[O-])cc2F)CC1 | -7% | -6% | 2% | -12% | -12% | -6% | 6%
CN1CCN(c2ncc3ncc(=O)n(C)c3n2)CC1 | · | 5% | · | · | · | ? | -1%

Retrieved by structure from above:
SMILES | CBFb-RUNX1 inh | aGlu spleen mod | HttQ103 aggreg | GAA inh | GAA glycogen mod | HTT ATP protect | Lamin A splicing
CC/C(=N\Nc1ccccc1)c1c(O)n(-c2ccc(OC)cc2)c(=O)[nH]c1=O | -9% | 3% | 13%[9.22 µM] | -2% | ? | 10%[10 µM] | ·
CC(C)c1ccc(C2N3CCCN23)cc1 (stereo not given) | -2% | 0% | 0% | 3% | -5% | · | 1%
CCOc1cccc(N2C(=O)CC(=O)NC2=O)c1 | 5% | -4% | -15% | 4% | 5% | -15%[0.074 µM] | 2%
CN1CCN(c2ncc3ncc(=O)n(C)c3n2)CC1 | · | 5% | · | · | · | ? | -1%
CC(C)[C@H]1C(=O)O[C@H](C(C)C)C(=O)N(C)[C@@H](C(C)C)C(=O)O[C@H](C(C)C)C(=O)N(C)[C@@H](C(C)C)C(=O)O[C@H](C(C)C)C(=O)N1C | 11% | -4% | ? | · | 22% | -69%[inhibitor][10 µM] | ·

The list continues:
SMILES | CBFb-RUNX1 inh | aGlu spleen mod | HttQ103 aggreg | GAA inh | GAA glycogen mod | HTT ATP protect | Lamin A splicing
C/C(=C\C=C/[C@@H](C)C(=O)O)[C@H]1CN[C@H](C(=O)O)[C@@H]1CC(=O)O | 5%[21.7 µM] | 3% | · | · | · | 6% | ·
Cc1ncc(CN2CCCC(C(=O)c3sccc3C)C2)s1 (stereo not given) | 3% | 5% | 13%[9.22 µM] | -5% | 13% | 19%[10 µM] | 4%[46 µM]
Cc1nc(Cl)sc1C(=O)Nc1ccc2ccccc2c1 | -3% | 0% | -17% | -13% | 0% | 20%[10 µM] | 0%
CCOC(=O)C1=C(N)OC2=C(C(=O)CCC2)C12C(=O)N(CC(N)=O)c1ccccc12 (stereo not given) | 1% | -5% | 7% | -5% | -1% | 17%[1.9 µM] | 7%
CC(=O)OC[C@H](N)C(=O)c1ccccc1 | 7% | -6% | · | · | · | 19% | ·
COc1ccccc1CN1CCN(C(=O)COc2ccccc2)CC1 | 17% | 4% | -9% | -9% | 1% | -5%[10 µM] | 1%
CCN(CC)P(c1n(C)cc[n+]1C)N(CC)CC | 0% | -1% | -1% | 1% | 3% | ? | ·
Cc1nc2cc(C(F)(F)F)ccc2n1C1CCN(Cc2nnnn2CCc2ccccc2)CC1 | -3% | -5% | 8% | -13% | -1% | -4%[10 µM] | -12%
Nc1ccc(C(=O)N/N=C2/CN3CCC2CC3)cc1 | 0% | 5% | -3% | 0% | 13% | 5%[10 µM] | 1%
Cc1ccc(-n2c(C)cc(/C=C3\C(=O)NC(=O)N(C)C3=O)c2C)cc1C | -22% | 1% | 13% | 3% | -6% | · | 16%
O=C(Nc1ccccc1Cl)OC1CN2CCC1CC2 (stereo not given) | 3% | -2% | -11%[9.22 µM] | ? | 10% | -5%[10 µM] | ·
NC(Cn1ccc(=O)[nH]c1=O)C(=O)O (stereo not given) | 13% | -6% | · | · | · | · | -12%
CC[N+](CC)(CC)CCCCCCCCCC[N+](CC)(CC)CC | 8% | 2% | 8% | -7% | 9% | -1% | 9%
COc1ccc(C2SCC(=O)Nc3c2c(C)nn3-c2ccccc2)cc1OC (stereo not given) | -5% | -9% | 6% | 3% | 2% | 20% | 6%
O=P(N[C@@H](c1ccccc1)[C@@H]1C[C@H]1CO)(c1ccccc1)c1ccccc1 | ? | 2%&-1% | 2% | -5% | 7% | 11% | 6%
OC(c1ccncc1)(c1ccc(F)cc1)c1ccc(F)cc1 | -15% | -5% | 8% | -1% | 8% | -19%[10 µM] | -7%
COc1cc2c(cc1O)CC[n+]1cc3c(OC)c(OC)ccc3cc1-2 | 7% | ? | 6% | 2%[15.4 µM] | -27% | · | ?
COc1ccc(CC[n+]2cc(/N=C(\C)[O-])on2)cc1OC | 1% | -5% | 0% | -8% | 5% | 7%[10 µM] | -1%
N/C(=N/[N+](=O)[O-])N1CCN(C(=O)c2ccc(Cl)cc2)CC1 | 7% | 3% | 2% | 1% | -5% | -1% | 2%[46 µM]
c1ccc(CNc2c3c(nc4ccccc24)CCC3)cc1 | -19% | 1% | 4.5µM* | · | 8% | -71%[inhibitor][10 µM] | ·
COc1ccc(-c2cc(=Nc3ccccc3)c3cc(C)ccc3o2)cc1 | -15% | -2% | -9% | 1% | -13% | -1%[10 µM] | ?
COc1ccc(C(C)=O)cc1CC(C(=O)c1ccccc1)N(C)C (stereo not given) | 1% | -27% | 3% | -13% | -4% | 19%[10 µM] | -10%
O=C(CSC1c2ccccc2-c2ccccc21)N/N=C/c1ccccc1 | -3% | -3% | -7% | -9% | -6% | 0% | -4%
Cc1ccccc1CN1CCN(Cc2ccccc2)CC1 | -1% | -3% | 21%[9.22 µM] | 9% | 2% | 12%[10 µM] | ·
COc1ccccc1N=C1SCCCN1C | -5% | -3% | -6% | -8% | -3% | 14%[10 µM] | 0%
CCOc1cc(C(=O)N2CCC3(CC2)OCCO3)cc(OCC)c1OCC | 6% | -5% | -20% | -10% | -4% | 1%[10 µM] | -2%
c1ccc(C2CN3CCC2CC3)cc1 (stereo not given) | 6% | -1% | -5%[9.22 µM] | · | -3% | 12%[10 µM] | ·
Cc1c(C(=O)c2ccc3ccccc3c2)c2cccc3c2n1[C@H](CN1CCOCC1)CO3 | -7%[21.7 µM] | 0% | · | · | · | ? | ·
CCc1nc2ccccc2c(=O)n1-c1cccc(OC)c1 | 4% | 0% | 7% | -14% | 3% | 12%[10 µM] | ?
Fc1ccc(C(OCCN2CCN(CCCc3ccccc3)CC2)c2ccc(F)cc2)cc1 | ? | 1% | 25µM* | · | · | -99%[inhibitor] | ?

These rows are one share of the data; the hit share may differ from the screen's.
